# CYP2C19 inh: human CYP2C19 inhibition; inhibition, % at 5 µM; hit rate 21% among 96,000; CYP2C19 Supersomes, luciferin-H EGE luminescence, 30 min;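 active = CYP2C19 inhibition above a set limit at 5 µM in the primary screen, cut at about 50% in these data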;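 note: plate controls were negative control wells for no effect and 2.5 mM tranylcypromine positive control for full effect; values of inactives mirror those of a sister screen read the other way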
# Plk1 PBD FP: blocks phosphopeptide binding to human Plk1 polo box domain | P53350 | Plk1 PBD phosphopeptide binding, fluorescence polarization | inhibition, %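 (tested at about 20 µM)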 | hit rate 0.13% among 97,000 | AID 693; in the data active = inhibition above about 34%, passing the limit was not always enough
# EphB4 ephrin blk: blocks human EphB4 binding to ephrin-B2. P54760. EphB4 LBD / TNYL-RAW-Alexa532 peptide, fluorescence polarization. inhibition, % at 7 µM. hit rate 0.15% among 97,000;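 active = inhibition above the screen-wide mean inhibition plus 3 SD, cut at about 15% in these data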;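 note: 0% = DMSO wells and 100% = excess unlabeled TNYL-RAW peptide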
# PLK1 kinase inh: blocks human PLK1 kinase activity | AID 619 | hit rate 0.53% among 97,000 | recombinant PLK1 kinase, TR-FRET peptide phosphorylation | inhibition, % at 10 µM | P53350;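 active = inhibition of 50% or more in the single-concentration screen; inactive = inhibition below 50%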;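 note: 0% = DMSO max control and 100% = H-89 dihydrochloride min control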
# CYP2C19 activ: increases human CYP2C19 enzyme activity. activation factor at 5 µM. P33261. recombinant CYP2C19, luciferin-H EGE luminescence; hits give high values; 0 = fully inhibited enzyme, 1 = untreated enzyme. 96,000 tested, under 10 active. AID 1025;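 active = activation factor of at least 2 at 5 µM in the primary screen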;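 note: 0 = wells with 2.5 mM tranylcypromine and 1 = vehicle-only wells; values of inactives mirror those of a sister screen read the other way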
# HIV Rev-RRE inh: inhibitors of HIV-1 Rev-RRE RNA interaction | P05866 | inhibition, % at 8 µM | hit rate 0.79% among 97,000 | AID 704 | Rev peptide-RRE RNA binding, FRET;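 active = inhibition above the screen-wide mean plus 3 SD, cut at about 35% in these data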;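 note: 0% = median DMSO wells and 100% = median Neomycin B control wells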
#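 assay system = Cy5-tagged RRE RNA duplex with fluorescein-tagged Rev peptide | incubation = 5 + 15 min at 25 °C | also added = labelled Rev peptide | measure = % inhibition of FRET ratio versus controls | benchmarks = DMSO wells as 0% and neomycin B wells as 100% inhibition | measured by = FRET fluorescence readout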
# CYP2C9 inhib: blocks human cytochrome P450 2C9. P11712. CYP2C9 Supersomes, luciferin-H conversion, luminescence. inhibition, % at 5 µM. hit rate 20% among 96,000. AID 777;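 active = blocking of liver enzyme CYP2C9 beyond about 50% at 5 µM, limit read from the data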; note: values of inactives mirror those of a sister screen read the other way
# Target sequence (P11712 whole entry, looked up): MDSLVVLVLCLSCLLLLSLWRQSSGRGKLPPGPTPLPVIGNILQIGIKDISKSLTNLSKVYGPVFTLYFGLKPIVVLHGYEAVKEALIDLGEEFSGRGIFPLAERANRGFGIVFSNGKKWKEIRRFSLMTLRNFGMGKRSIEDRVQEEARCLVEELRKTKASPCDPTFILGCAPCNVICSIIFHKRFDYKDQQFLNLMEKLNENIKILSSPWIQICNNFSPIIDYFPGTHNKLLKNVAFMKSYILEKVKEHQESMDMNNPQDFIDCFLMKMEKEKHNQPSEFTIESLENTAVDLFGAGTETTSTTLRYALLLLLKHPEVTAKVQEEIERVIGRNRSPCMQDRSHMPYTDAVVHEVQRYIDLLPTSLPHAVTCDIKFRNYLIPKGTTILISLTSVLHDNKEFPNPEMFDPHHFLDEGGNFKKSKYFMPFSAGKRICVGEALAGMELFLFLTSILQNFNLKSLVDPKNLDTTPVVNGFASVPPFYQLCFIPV
# PLAP activator: activates human placental alkaline phosphatase | activation fold at 20 µM | hit rate 1.2% among 96,000 | purified PLAP enzyme, luminescent substrate read-out; hits give high values | AID 696; in the data active = activation fold above about 2
# Target sequence (P05187 whole entry, looked up): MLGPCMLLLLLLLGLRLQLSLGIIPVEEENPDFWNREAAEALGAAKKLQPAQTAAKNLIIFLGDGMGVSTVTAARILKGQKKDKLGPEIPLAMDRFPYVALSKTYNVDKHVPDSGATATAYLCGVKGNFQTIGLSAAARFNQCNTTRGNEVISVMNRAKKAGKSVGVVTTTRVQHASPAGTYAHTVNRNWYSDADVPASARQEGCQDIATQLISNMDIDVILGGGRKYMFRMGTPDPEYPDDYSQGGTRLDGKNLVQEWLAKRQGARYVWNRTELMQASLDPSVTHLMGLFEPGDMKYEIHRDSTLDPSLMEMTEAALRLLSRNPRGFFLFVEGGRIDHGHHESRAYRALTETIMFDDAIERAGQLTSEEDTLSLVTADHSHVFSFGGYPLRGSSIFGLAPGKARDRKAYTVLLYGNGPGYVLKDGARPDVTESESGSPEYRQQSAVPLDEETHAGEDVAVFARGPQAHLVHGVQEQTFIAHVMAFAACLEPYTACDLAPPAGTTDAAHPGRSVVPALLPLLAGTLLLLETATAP
# CYP2C9 act: CYP2C9 (human) activation | P11712 | recombinant CYP2C9, luciferin-H conversion, luminescence; hits give high values; factor 1 = untreated enzyme, 0 = blocked | activation factor at 5 µM | hit rate 1.4% among 96,000 | AID 1024;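 active = activation factor of 2 or more for CYP2C9 at a 5 µM dose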;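 note: 0 = sulfaphenazole-blocked wells and 1 = vehicle-only wells; values of inactives mirror those of a sister screen read the other way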
# Starred values were filed as active, the others as inactive; / = not tested or not shown.
cpd	molecule	CYP2C19 inh	Plk1 PBD FP	EphB4 ephrin blk	PLK1 kinase inh	CYP2C19 activ	HIV Rev-RRE inh	CYP2C9 inhib	PLAP activator	CYP2C9 act
1	CN1C(=S)SC(/[N+]([O-])=C\c2ccco2)C1(C)C (stereo unspecified)	0	13	-6	-3	1	-2	-9	0.8	1.1
2	COc1ccccc1-n1c(SCC(=O)N2CCCCC2)nc2cccnc21	23	30	-11	-5	0.8	1	41	1.5	0.6
3	CCCCCNc1nc(NCCCO)c(C#N)c2c1CN(C)CC2	24	18	-3	-27	0.8	1	54*	1.2	0.5
4	O=C(CC1Sc2ccccc2NC1=O)Nc1cccc(C(=O)O)c1 (stereo unspecified)	-10	/	/	/	1.1	/	16	1.1	0.8
5	CCOC(=O)c1cnc2ccc(C)cc2c1Sc1ccccc1C(=O)OC	29	-28	-3	-9	0.7	2	46	0.9	0.5
6	O=C1NCCc2cc3c(cc21)OCO3	/	-15	2	-8	/	10	/	/	/
7	Cc1nc2ccccc2c(=O)n1NC(=O)COc1ccccc1	6	/	/	/	0.9	/	47	1.1	0.5
8	CCCCCCn1c(NCC)nc2c1c(=O)n(C)c(=O)n2C	16	-2	6	-2	0.8	-4	-175	1	2.8*
9	O=C(COC(=O)c1ccc(N2CCCC2=O)cc1)NCc1ccco1	-3	/	/	/	1	/	14	1	0.9
10	COC(=O)c1ccc(C2C(C(=O)Nc3ccc(C)cc3C)=C(C)Nc3ncnn32)cc1 (stereo unspecified)	62*	0	/	-3	0.4	/	25	1.6	0.7
11	Cc1ccc(/C(O)=C2\C(=O)C(=O)N(CCCN(C)C)C2c2ccccn2)cc1 (stereo unspecified)	/	-12	3	6	/	10	/	/	/
12	COc1ccc(-n2c(=O)c3ccccc3n(CC(=O)NC3CCCCC3)c2=O)cc1	-4	7	-1	-8	1	0	13	0.9	0.9
13	COC(=O)COc1ccc(S(=O)(=O)NCc2ccncc2)cc1	99*	26	3	-5	0	4	70*	1	0.3
14	CSC1=C(C#N)C(c2ccc(Cl)cc2)C2=C(CC(C)(C)CC2=O)N1 (stereo unspecified)	24	/	/	/	0.8	/	65*	1.1	0.3
15	Cc1ccc2nc3sc(C(=O)Nc4ccc(N5CCOCC5)cc4)c(N)c3cc2c1	15	-5	1	-9	0.9	9	6	1	0.9
16	Cn1c(=O)c2c(nc(CN3CCOCC3)n2CCCO)n(C)c1=O	-6	/	/	/	1.1	/	4	1	1
17	O=C1Nc2ccc(S(=O)(=O)N3CCCC3C(=O)O)c3cccc1c23 (stereo unspecified)	-1	-1	4	-12	1	4	-3	0.9	1
18	Cc1ccc(NC(=O)NC2CCCN2S(=O)(=O)c2ccc(Cl)cc2)cc1 (stereo unspecified)	73*	2	2	-5	0.3	10	87*	1.9	0.1
19	CCOC(=O)CSc1n[nH]c(NC(=O)c2cccc(C)c2)n1	25	-19	-1	-5	0.8	7	33	0.8	0.7
20	CC(=O)CC(=O)Nc1ccccc1NC(C)=O	-2	11	1	-7	1	10	1	0.9	1
21	Cc1cc(C(C)(C)C)cc(S(=O)(=O)NCCO)c1C	42	-27	3	-6	0.6	0	-197	1.2	3*
22	C=CCn1c(-c2ccc(OC)cc2)csc1=Nc1c(C)n(C)n(-c2ccccc2)c1=O	15	-15	5	-3	0.8	-1	14	1.5	0.9
23	COc1ccc(C(=O)C(CN2CCOCC2)c2ccccc2)cc1 (stereo unspecified)	56*	-5	-2	-9	0.4	-3	-1	1.2	1
24	Cc1sc(NC(=O)c2cc3ccccc3oc2=O)c(C(=O)OC(C)C)c1-c1ccccc1	2	-2	4	-6	1	14	18	1.1	0.8
25	CCCn1c(SCC(=O)NC(=O)Nc2ccc(C)cc2C)n[nH]c1=O	19	-7	-3	-8	0.8	5	19	1.2	0.8
26	Cc1cccc(C)c1NC(=O)c1sccc1SCC#N	26	-18	-1	-15	0.7	5	5	0.8	0.9
27	Cc1ccc(N=c2ssnc2Cl)cc1	-14	20	0	-9	1.1	3	28	1.1	0.7
28	O=C(Nc1ccccn1)[C@@H]1CCC(=O)N1C(=O)OCc1ccccc1	43	/	/	/	0.6	/	-12	1.2	1.1
29	CCCc1nnc(NC(=O)c2ccc(N3C(=O)C4C5C=CC(C5)C4C3=O)cc2)s1 (stereo unspecified)	0	-12	-2	10	1	2	13	1	0.9
30	CSc1nc2ccc(S(=O)(=O)N3CCCCC3)cc2s1	41	-9	4	-8	0.6	0	17	0.8	0.8
31	COCC(=O)Nc1ccc(Nc2ccccc2)cc1	38	20	-7	-8	0.6	3	44	1.1	0.6
32	Cc1cc(N2C(=O)C3CC=CCC3C2=O)cc(C)c1Br (stereo unspecified)	/	-15	11	-2	/	6	/	/	/
33	COc1cc(S(=O)(=O)N2CCN3CCCC3C2)ccc1-n1cnnn1 (stereo unspecified)	47	2	-10	-8	0.5	3	-25	1.3	1.3
34	O=C(CCn1c(=O)oc2ccccc21)N1CCc2ccccc21	-2	7	0	-13	1	10	4	1	1
35	COc1ccc(N2CCN(CCNC(=O)c3nnc(Cc4c(F)cccc4Cl)o3)CC2)cc1	77*	10	0	-1	0.2	-1	66*	1.1	0.3
36	CCN(CC)S(=O)(=O)c1cccc(NC(=O)C(=O)c2c(-c3ccccc3)cc3ccccn23)c1	57*	-17	5	-9	0.4	11	65*	1.2	0.4
37	CCOC(=O)c1c(NC(=O)c2noc3c2CCCC3)sc(C)c1C	-2	-16	-10	-6	1	7	7	0.9	0.9
38	O=S(=O)(NCCCCCNS(=O)(=O)c1ccc(F)cc1)c1ccc(F)cc1	54*	-16	2	-5	0.5	8	73*	1.1	0.3
39	CCn1nc([N+](=O)[O-])c(C(C#N)c2nc3cc(C(F)(F)F)ccc3s2)c(Cl)c1=O (stereo unspecified)	9	11	-4	22	0.9	0	30	1	0.7
40	CCOC(=O)C1=C(CSc2nc3c(cc2C#N)CN(C)CC3)OC(N)=C(C#N)C1c1ccccc1 (stereo unspecified)	43	2	2	-4	0.6	57*	41	1.4	0.6
41	CCOC(=O)c1sc2nc(C)cc(C)c2c1NC(=O)c1ccco1	2	5	-12	-6	1	0	3	1	1
42	CC(=O)C(Sc1ccc2nnc(-c3ccc(F)cc3)n2n1)C(C)=O	13	0	5	-1	0.9	2	70*	1.2	0.3
43	Cc1n[nH]c(=O)nc1NCc1ccccc1Cl	-6	0	0	-7	1.1	8	-13	1.1	1.1
44	O=C(CN1CCOCC1)Nc1ccc(Oc2ccccc2)cc1	21	18	4	-9	0.8	2	13	1.4	0.9
45	O=S(=O)(c1ccccc1C(F)(F)F)N1CCN(S(=O)(=O)c2ccccc2C(F)(F)F)CC1	18	27	-2	-16	0.8	7	46	0.8	0.5
46	NC(=O)C1(N2CCCCC2)CCN(C(=O)c2cccn3c(=O)c4cc(Cl)ccc4nc23)CC1	/	27	-4	-13	/	2	/	1.5	/
47	CC1=CC=CC2=NC(=O)CC(C)(C(=O)N(CC(=O)NC3CCCC3)c3ccccc3C)N12 (stereo unspecified)	2	1	0	-12	1	10	0	1.2	1
48	Cc1ccc(S(=O)(=O)N2CCN(Cc3nc4sc(C)c(C)c4c(=O)[nH]3)CC2)cc1	10	20	-7	4	0.9	13	-1	0.9	1
49	Cc1ccccc1C(=O)c1cccn1CC(=O)NCC1CCCO1 (stereo unspecified)	10	6	-3	-7	0.9	1	4	1.1	1
50	Cn1c(COc2ccccc2)nnc1SCC(=O)c1cccc([N+](=O)[O-])c1	8	2	-4	-14	0.9	5	33	1	0.7
51	C=CCNc1nc(N2CCOCC2)nc(N2CCOCC2)n1	/	4	4	-4	/	-2	/	/	/
52	CCOc1ccc(-c2c(=O)n(OCc3ccccn3)c3ccccc3[n+]2[O-])cc1	19	-22	-3	-2	0.8	5	20	1.2	0.8
53	CC1(C2(O)CC(c3ccccc3)ON2)CCCCC1 (stereo unspecified)	54*	19	-3	-11	0.5	10	16	1	0.8
54	O=C(Nc1ccc2c(c1)OCCO2)C1CCN(C(=O)c2ccccc2)CC1	9	30	7	-2	0.9	7	/	1.3	/
55	Cc1ccc(Cl)cc1N1CCN(C(c2ccc(C#N)cc2)c2nnnn2C2CCCC2)CC1 (stereo unspecified)	29	-5	-1	-3	0.7	4	56*	1.4	0.4
56	CC1CCc2nc(NC(=O)CCSc3ccccc3)sc2C1 (stereo unspecified)	-3	-12	6	-7	1	2	7	1.1	0.9
57	Cc1cc(C)n(C(=O)c2ccc(S(=O)(=O)N3CCOCC3)cc2)n1	-12	-24	3	-1	1.1	6	53*	0.8	0.5
58	CCOc1ccc(NC(=O)CSc2nnc(-c3ccoc3C)n2CC2CCCO2)cc1 (stereo unspecified)	/	0	-7	-8	/	2	/	/	/
59	O=C(CSc1nnc(-c2ccco2)o1)NC1CCCCC1	55*	-51	3	-14	0.4	2	10	1	0.9
60	COc1cc(C2C(C(=O)Nc3ccccc3OC)=C(C)Nc3ncnn32)ccc1O (stereo unspecified)	-5	-5	2	12	1.1	7	12	1.1	0.9

# Remaining list, next part
cpd	molecule	CYP2C19 inh	Plk1 PBD FP	EphB4 ephrin blk	PLK1 kinase inh	CYP2C19 activ	HIV Rev-RRE inh	CYP2C9 inhib	PLAP activator	CYP2C9 act
61	Nc1nc(C2CC(=O)OC23CCCCC3)cs1 (stereo unspecified)	/	-1	-6	-7	/	4	/	/	/
62	COc1ccc(CCn2c(SCC(=O)Nc3cc(C)on3)nc3ccccc3c2=O)cc1OC	64*	19	10	3	0.4	9	51*	1	0.5
63	N=c1ncn(CC(O)CO)c2nc(N3CCOCC3)[nH]c12 (stereo unspecified)	-9	-42	4	-8	1.1	10	-12	0.8	1.1
64	CN1CCN(c2oc(-c3ccco3)nc2S(=O)(=O)c2ccccc2)CC1	4	/	/	/	1	/	29	1.2	0.7
65	C1=C(CCNc2ncnc3nc[nH]c23)CCCC1	4	/	/	/	1	/	-7	1.8	1.1
66	CCOc1ccc(N2CC(C(=O)NCc3cccc(C)c3)CC2=O)cc1 (stereo unspecified)	18	4	6	-1	0.8	4	-6	1.2	1.1
67	C/C(N)=C(/C#N)C(=O)COC(=O)c1cc(C)n(-c2ccc(F)cc2)c1C	59*	-23	7	-10	0.4	3	42	1.5	0.6
68	CCN(CC(=O)NCc1ccc(F)cc1)Cc1nc2ccccc2c(=O)[nH]1	26	-6	-2	-3	0.7	5	46	1.9	0.5
69	O=c1cc(CSc2nc3cc(Cl)ccc3o2)nc2sccn12	26	-16	-1	-13	0.7	5	-9	1	1.1
70	Fc1cccc(-c2cc3nc4c(c(NCc5ccco5)n3n2)CCCC4)c1	20	-4	7	-11	0.8	3	33	1	0.7
71	Cn1c(SCC(=O)NCc2cccs2)nnc1-c1ccc(S(=O)(=O)N2CCCC2)cc1	41	8	-3	-6	0.6	0	50	1.3	0.5
72	COC(=O)c1nc(-c2ccccc2)oc1N(C)C	9	-13	-2	-5	0.9	-2	-193	1	2.9*
73	CC(=O)Nn1cc2c(=O)n(C)c(=O)n(C)c2c1	-5	-22	2	-13	1	10	-1	1.4	1
74	CSc1nsc(SCc2ccc(Cl)cc2)n1	82*	-22	1	-13	0.2	9	13	0.9	0.9

# Single records, from the list above. Order of screens: CYP2C19 inh, Plk1 PBD FP, EphB4 ephrin blk, PLK1 kinase inh, CYP2C19 activ, HIV Rev-RRE inh, CYP2C9 inhib, PLAP activator, CYP2C9 act
# Results for N=c1ncn(CC(O)CO)c2nc(N3CCOCC3)[nH]c12 (stereo unspecified) → -9, -42, 4, -8, 1.1, 10, -12, 0.8, 1.1
# Results for Nc1nc(C2CC(=O)OC23CCCCC3)cs1 (stereo unspecified) → /, -1, -6, -7, /, 4, /, /, /
# Results for O=c1cc(CSc2nc3cc(Cl)ccc3o2)nc2sccn12 → 26, -16, -1, -13, 0.7, 5, -9, 1, 1.1
